Source: PubChem (National Center for Advancing Translational Sciences (NCATS))
Eya2 inh – qHTS Assay for Inhibitors of the Phosphatase Activity of Eya2; recombinant Eya2, OMFP fluorescence dephosphorylation (OMFP is methylfluorescein phosphate); Potency, µM (doses to about 76.9 µM), for inactives: at the top dose activity, negative = inhibition, actives largely listed as inhibitors; hit rate 0.006% among 330,000; AID 488837, 2010; also: potency is read from the fitted curve at half-maximal effect; % is scaled to controls: 0 for no effect and ±100 for the full control effect
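Eya2 (0.2 uM) preincubated 10 min at ambient with compound, then OMFP substrate added at 50 uM; 10 min reaction in 50 mM HEPES pH 7.5, 50 mM NaCl, 5 uM MgCl2, 0.05% BSA, 1 mM DTT. Fluorescence read at Ex 485/Em 525 nm.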
TSHR antagonist – Antagonists of the Thyroid Stimulating Hormone Receptor: HTS campaign; Thyrotropin receptor (Homo sapiens), P16473; TSHR-expressing cells, TSH-stimulated cAMP HTRF, 2 h; hits give low values; activity change, negative = inhibition, % at 11.5 µM; hit rate 0.2% among 330,000; AID 504810, 2011;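 active = activity change below a set negative limit, meaning inhibition stronger than a set level, cut at about -70% in these data; inconclusive = activity change between two set negative limits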; also: % is scaled to controls: 0 for no effect and ±100 for the full control effect
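Competitive HTRF cAMP read-out (cryptate anti-cAMP antibody, cAMP-d2; 30 min, room temperature) in freshly harvested TSHR cells. Compounds added before TSH at EC80 (4nM final), followed by 2 hours' incubation at 37 deg C.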
TCR act – Activators of T cell receptors: qHTS campaign. 330,000 tested, under 10 active. AID 504894, 2011. primary human leukocytes, anti-CD3, IL-2 HTRF, 48 h. Potency, µM (series often up to 9.22 µM), without a hit: at the top dose activation of IL-2 secretion, usual class: activators; also: % of control where 0% means no effect
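48 hr co-incubation of compounds, a-CD3 beads and primary human leukocytes; IL-2 quantified homogeneously by HTRF with anti-IL-2 K and d2 conjugates.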
A-T KAP1 phos – qHTS Assay for Identifying a Potential Treatment of Ataxia-Telangiectasia; […] A-T fibroblasts, KAP-1 phosphorylation AlphaLISA; neocarzinostatin DNA damage 30 min before lysis; AID 485349, 2010; hit rate 0.19% among 320,000; Potency, µM (titrated, usually from 57.5 µM), for the others: at the highest dose activation, actives largely listed as activators; also: potency is read from the fitted curve at half-maximal effect; % of control where 0% means no effect; nearly all actives have a fitted effect of over 45% in size
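hTERT-immortalized A-T patient fibroblasts ([…]), 500 cells/well in OPTI-MEM, 1% FBS, got compounds for 60 min, then NCS for 30 min at 37C. Lysates were then assayed for phospho-KAP-1 by AlphaLISA (anti-pKAP1 donor, anti-KAP1 acceptor beads), 6 hr at 25C.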
Mito fusion act – qHTS Assay for Small Molecule Inhibitors of Mitochondrial Division or Activators of Mitochondrial Fusion; S. cerevisiae fusion-defective mutant growth rescue, CellTiterGlo 48 h; Potency, µM (highest dose often 46.1 µM), for inactives: at the top dose growth rescue (activation), hits mostly activators; hit rate 0.23% among 320,000;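 also: potency is read from the fitted curve at half-maximal effect; % of control where 0% means no effect; nearly all actives have a fitted effect of over 45% in size; temperature-sensitive fusion mutants such as fzo1-1 at 37 °C on non-fermentable ethanol glycerol medium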
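Growth-rescue viability read-out: after 48 h at the non-permissive 37C in glycerol/ethanol YPEG, yeast mitochondrial fusion mutants are measured by CellTiterGlo luminescence; compounds (23 nl pinned per well) restoring growth score as division inhibitors or fusion activators.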
PTAP TSG101 blk – qHTS Assay for Iinhibitors of HIV-1 Budding by Blocking the Interaction of PTAP/TSG101; Potency, µM (doses to about 115 µM), for the others: at the top dose activity change, negative = inhibition, most hits filed as inhibitors; Fluorescence polarization, FITC-PTAP peptide / Tsg101 binding; 340,000 tested, under 10 active; Tumor susceptibility gene 101 protein (Homo sapiens), Q99816; active = well fitted inhibition curve with a large enough effect in the main read-out, with a control signal flat, not every such curve was filed as active; inconclusive = small, poorly fitted or top-dose-only effect, or effect the other way, or a change in a side signal; inactive = no such curve, though single readings can be large or run the other way; also: potency is read from the fitted curve at half-maximal effect; % of control where 0% means no effect
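Fluorescence polarization binding of Tsg101 binding domain (10 uM final) to FITC-labeled PTAP peptide (50 nM final) in HEPES pH 7.5 buffer with NaCl, Tween 20, EDTA, TCEP. Compounds added before peptide; binding 20 min at RT.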
BCR signal inh – qHTS Assay to Find Inhibitors of Chronic Active B-Cell Receptor Signaling; ABC-DLBCL IkBa-CBG/CBR reporter, luminescence ratio, 4 h; Potency, µM (titrated, usually from 46.1 µM), without a hit: at the highest dose ratio change, negative = lower green/red ratio, usual class: inhibitors; hit rate 0.05% among 340,000; AID 493014, 2011; active = well fitted inhibition curve with a large enough effect in the signal ratio, with a control signal flat, not every such curve was filed as active; inconclusive = small, poorly fitted or top-dose-only effect, or effect the other way, or a change in a side signal; the % refers to the signal ratio;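 also: potency is read from the fitted curve at half-maximal effect; plate controls were basal doxycycline-induced cells for no effect and cells given 10 µM MG132 for full effect; MG132 reads +100%, hits lower the ratio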
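Concentration-response series (up to 46 uM) were applied to TMD8 dual-reporter cells for 4 h at 37C with doxycycline. Green/red ratio, after filter-overlap correction, defined %Activity; red signal alone was normalised to basal cells and zero luminescence.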
Integrin act MD – qHTS for Activators of Integrin-Mediated Alleviation for Muscular Dystrophy; Potency, µM (highest dose often 38.3 µM), inactives show at the highest dose activation, most hits filed as activators; alpha7betagal myoblasts, beta-gal FDG fluorescence, 48 h; hit rate 0.064% among 350,000;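 also: potency is read from the fitted curve at half-maximal effect; 100% = response of the positive control SU9516; nearly all actives have a fitted effect of over 60% in size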
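alpha7betagal+/- myoblasts (passage 13, 250/well) treated 48 h at 37C with compounds at 1:260 dilution of DMSO stock. Lysed, then beta-galactosidase activity read as FDG fluorescence (ex 480/em 540) after 30 min, with pre-read for autofluorescence.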
S-ASM inh – Inhibitors of Secretory Acid Sphingomyelinase (S-ASM): qHTS. Sphingomyelin phosphodiesterase (Homo sapiens), P17405. placental ASM, HMU-PC fluorogenic substrate, 60 min. Potency, µM (doses to about 57.5 µM), without a hit: at the highest dose activity change, negative = inhibition, actives largely listed as inhibitors. hit rate 0.006% among 340,000. AID 504937, 2011; also: potency is read from the fitted curve at half-maximal effect
Target sequence (P17405 47-631 limits assumed): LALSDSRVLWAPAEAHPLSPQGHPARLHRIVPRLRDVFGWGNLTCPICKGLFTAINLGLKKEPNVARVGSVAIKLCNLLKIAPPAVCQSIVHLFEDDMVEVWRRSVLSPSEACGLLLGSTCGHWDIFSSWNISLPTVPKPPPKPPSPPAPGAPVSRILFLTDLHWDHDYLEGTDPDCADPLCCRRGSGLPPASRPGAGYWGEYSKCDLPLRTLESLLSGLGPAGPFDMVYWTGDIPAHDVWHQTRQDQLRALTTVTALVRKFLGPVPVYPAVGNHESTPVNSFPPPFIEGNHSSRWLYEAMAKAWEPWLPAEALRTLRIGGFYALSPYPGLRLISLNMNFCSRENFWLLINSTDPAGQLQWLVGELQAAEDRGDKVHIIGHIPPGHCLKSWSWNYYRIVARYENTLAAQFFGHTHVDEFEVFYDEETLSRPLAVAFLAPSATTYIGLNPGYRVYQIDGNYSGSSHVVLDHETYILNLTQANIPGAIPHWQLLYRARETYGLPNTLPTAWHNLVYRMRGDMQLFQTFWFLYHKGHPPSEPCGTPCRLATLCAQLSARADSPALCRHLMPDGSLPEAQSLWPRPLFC
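Fluorogenic HMU-PC substrate (9 uM final) is turned over by placental ASM in 60 min at 37 C after a 10 min compound preincubation. Reaction ended by alkaline stop (pH 10), with fluorescence read at 386/447 nm.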
ELG1 DNA repair – qHTS screen for small molecules that inhibit ELG1-dependent DNA repair in human embryonic kidney (HEK293T) cells expressing luciferase-tagged ELG1; HEK293T ELG1-luciferase reporter, luminescence, 16 h; DNA damage induced by 5-fluorouridine; Potency, µM (titrated, usually from 46.1 µM), without a hit: at the top dose activity change, negative = inhibition, actives largely listed as inhibitors; hit rate 2.3% among 330,000; also: potency is read from the fitted curve at half-maximal effect; % is scaled to controls: 0 for no effect and ±100 for the full control effect; nearly all actives have a fitted effect of over 55% in size
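Quantitative HTS, concentration-response format. 2,000 cells/well co-treated with 5-fluorouridine and compound, 16 hr in 5% CO2 at 37 °C; ONE-Glo luminescence read after 30 min.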
Tb PFK inh – qHTS Assay to Find Inhibitors of T. brucei phosphofructokinase; hit rate 0.17% among 330,000; T. brucei PFK, ADP-Glo luminescence; ATP-dependent 6-phosphofructokinase (Trypanosoma brucei brucei), O15648; AID 485367, 2010; Potency, µM (highest dose often 57.5 µM), inactives show at the top dose activity, negative = inhibition, most hits filed as inhibitors;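 also: potency is read from the fitted curve at half-maximal effect; 0% = uninhibited 1x PFK enzyme wells and -100% = no-enzyme wells; nearly all actives have a fitted effect of over 60% in size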
Target sequence (O15648 whole entry, looked up): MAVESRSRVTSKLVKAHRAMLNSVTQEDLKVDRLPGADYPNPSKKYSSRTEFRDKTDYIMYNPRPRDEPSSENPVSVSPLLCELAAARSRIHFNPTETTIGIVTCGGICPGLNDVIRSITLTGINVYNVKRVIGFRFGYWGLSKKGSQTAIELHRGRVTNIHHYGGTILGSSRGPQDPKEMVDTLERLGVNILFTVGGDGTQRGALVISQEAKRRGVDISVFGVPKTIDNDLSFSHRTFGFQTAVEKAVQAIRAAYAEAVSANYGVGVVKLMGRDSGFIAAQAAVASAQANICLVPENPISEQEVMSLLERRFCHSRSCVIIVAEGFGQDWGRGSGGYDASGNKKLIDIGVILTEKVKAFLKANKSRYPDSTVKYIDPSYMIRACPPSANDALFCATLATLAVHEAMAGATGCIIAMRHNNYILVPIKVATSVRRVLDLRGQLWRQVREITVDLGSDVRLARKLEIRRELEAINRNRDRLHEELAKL
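Compounds were pin-transferred as a titration series up to 57 uM into substrate buffer (0.5 mM F6P, 0.1 mM ATP, pH 8.0), then 1.25 nM PFK was added and reactions ran 45 min before ADP-Glo detection.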
Numbers without * were called inactive; ? = inconclusive; . = no result given; & = joins results of further samples; [ ] = another dose, or the depositor's remark. Unless noted, calls follow the shape of the dose curve; as a rule, active = well fitted curve in the direction sought with a large enough effect; inconclusive = small, poorly fitted or top-dose-only effect, or another doubt; inactive = no such curve, though single readings can be large; an effect the other way counts as inactive or inconclusive. Random draw from the library; about 3.2% have a hit in one of these screens.

Value order: Eya2 inh, TSHR antagonist, TCR act, A-T KAP1 phos, Mito fusion act, PTAP TSG101 blk, BCR signal inh, Integrin act MD, S-ASM inh, ELG1 DNA repair, Tb PFK inh
1) Cc1cccc(/C=C/c2nc3ccccc3c(=O)[nH]2)c1
 : -2%, -1, -1%, 10%, 0%, -5%, ?, 0%, 10%, ?, 1%
2) CC(=O)c1ccc(Nc2nc(N3CCOCC3)nc(N3CCOCC3)n2)cc1
 : 15%, -11, -4%, 1%, 0%, -1%, -4%, -2%, 0%, -24%, 0%
3) CCOC(=O)C(=O)Cc1nc2ccccc2s1
 : -1%, -2, -6%, 2%, 4%, -4%, -18%, 0%, 47%[activator], 9%, 2%
4) CN1CCN(c2nc(NCc3ccco3)nc(N)c2[N+](=O)[O-])CC1
 : 13%, -4, 1%, -5%, -3%, 0%, -9%, 8%, -3%, -2%, 1%
5) O=C(CSc1nc(=O)[nH]c2c1CCCC2)Nc1ccc(F)cc1F
 : -4%, -6, 5%, -12%, -6%, 0%, 0%, 15%, ., 20%, -2%
6) CC(C)[C@H](NC(=O)c1ccc(C(C)(C)C)cc1)C(=O)Nc1nnc(C2CC2)s1
 : -7%, -8, 0%[46.1 µM], 0%, 17%, -1%, 4%, 14%, ., -5%, -5%
7) Cc1ccc(C(=S)N2CCN(Cc3ccccc3)CC2)s1
 : 4%, 0, -1%, -1%, 7%, -1%, 1%, -14%, -1%, 6%, ?
8) CCOC(=O)C1CCN(S(=O)(=O)c2ccc3c(c2)N(C)C(=O)CC(=O)N3C)CC1
 : -18%, 12, 2%, 4%, 1%, 0%, 0%&0%, -4%, -1%, -1%, -10%
9) CCOC(=O)c1sc2ncnc(NCC(c3cccs3)N(C)C)c2c1C (centres undefined)
 : 7%[15.4 µM], -6, 8%, 0%, 4%, 0%, 0%, -19%[7.66 µM], 3%, -7%, 5%
10) CC(=O)Nc1nc(C)c(Oc2ccc(Cl)cc2)c(=O)[nH]1
 : -29%, -3, -2%, 6%, 0%, -4%, 4%, 3%, -2%, 0%, 10%
11) COC(=O)Nc1ccc(S(=O)(=O)Nc2ncccn2)cc1
 : 14%, 6, 0%, 6%, 2%, -3%, -1%, -12%, 3%, 0%, 2%
12) CCC(C)N(C(=O)CSc1ncnc2c1cnn2-c1ccccc1)C1CCS(=O)(=O)C1 (centres undefined)
 : 14%, -5, 1%, 1%, 0%, 1%, 0%, 0%, ., -24%, 0%
13) O=C(NCc1nnc(SCC(=O)N2CCCC2)o1)c1cccc(C(F)(F)F)c1
 : -10%, 5, 3%, 12%, 1%, -9%, 0%, 3%, 1%, 23%, -2%
14) Cc1n[nH]c(=S)c2nn(-c3cccc(Cl)c3)c(C)c12
 : 11%, 2, ., 2%, -2%, ., 15%, ., ., 18%, 0%
15) O=C(O)CCN1C(=O)S/C(=C\c2cccnc2)C1=O
 : 10%, 8, 0%, -3%, 3%, 1%, -8%, -20%, 3%, -3%, 10%
16) COc1cc2cnc(-c3ccccc3)c(-c3ccc(C#N)cc3)c2cc1OC
 : 2%, -46, -11%, -4%, ?, 0%, -13%, -23%, -19%, 23µM*, -3%
17) O=c1[nH]c2ccccc2[n+]([O-])c1-c1ccccc1
 : 4%, 4, -1%, 9%, 0%, -3%, 5%, -6%, 189%[activator], 23%, 2%
18) CC1CC(C)CN(S(=O)(=O)c2ccc(NC(=O)CCN3C(=O)C4CC=CCC4C3=O)cc2)C1 (centres undefined)
 : -3%, 3, -7%, -6%, 1%, -3%, -1%, -17%, 1%, ?, 8%
19) CCc1ccc(N(CC(=O)NC2CC2)S(=O)(=O)c2ccc(C)cc2)cc1
 : 3%, -1, -4%, 4%, 7%, ., 0%, 7%, -3%, 14%, 0%
20) O=C(O)CCNC1C=CS(=O)(=O)C1 (centres undefined)
 : -5%, 2, 1%, 1%, -7%, -5%, 1%, 2%, 0%, 5%, -1%
21) NNC(=O)c1[nH]c2ccc([N+](=O)[O-])cc2c1-c1ccccc1
 : 1%, -2, 2%, -1%, -12%, 0%, ?, -39%, -3%, ?, 0%
22) O=C1C2=C(C(c3ccccc3)=NCCN2)C(c2cccc([N+](=O)[O-])c2)N1c1ccccc1 (centres undefined)
 : -10%, 2, 1%, 5%, 9%, -2%, ?, -42%[inhibitor], 8%, -9%, -1%
23) CCc1ccc(Nc2nc(N3CCOCC3)nc(N3CCOCC3)n2)cc1
 : -4%, -2, 0%, 12%, -25%, -3%, -12%, -35%, 0%, ?, 0%
24) COc1ccc(NC(=O)Cn2c(=O)oc3cc(S(=O)(=O)N4CCCC4)ccc32)c(OC)c1
 : -5%, 9, -8%, -3%, 1%, 0%, 1%, 5%, -2%, -16%, -3%
25) CCn1c(C)cc(O)cc1=O
 : 1%, -6, -120%, 35%, -4%, -1%, -2%, 16%, 3%, 11%, 1%
26) Cc1noc(C)c1COC(=O)c1cc(S(=O)(=O)N2CCOCC2)ccc1F
 : -4%, -3, -4%, -19%, 12%, -3%, ?, 22%, -1%, 6%, -5%
27) Cc1ccc(S(=O)(=O)N2CCOC2CNC(=O)C(=O)NCc2cccnc2)cc1 (centres undefined)
 : -6%, 5, -6%, 5%, -6%, 0%, 0%, -20%, 1%, 1%, 1%
28) CCOC(=O)c1[nH]c2ccc(Br)cc2c1NC(=O)CCN1CCCCC1
 : -3%, 2, ., 19%, -1%, ., -4%, ., ., 2%, 0%
29) COc1ccccc1NC(=O)NC1(C(=O)NCC2CCCO2)CCCCC1 (centres undefined)
 : 3%, -6, 0%, -2%, 4%, -7%, -2%, 6%, 1%, 8%, -1%
30) COC(=O)c1cc(OC)c(OC)cc1NC(=O)c1cc(-c2ccccc2)nc2ccccc12
 : 23%, -4, ., -2%, -1%, -2%, 0%, 2%[7.66 µM], -2%, ?, -4%
31) C[C@H]1COC(=O)[C@H](CC(=O)OC(C)(C)C)C/C=C\C[C@@H](CC(=O)NCCO)C(=O)N1
 : 9%, 14, -3%, 10%, ., -6%, 2%, 21%, 15%, ?, -4%
32) CCOC(=O)c1ccc(NC(=O)[C@@H](NC(N)=O)C(C)C)cc1
 : 3%, -1, 11%, -14%, -4%, 0%, 0%, -1%, 3%, ?, 3%
33) Cc1ccc2cc(NC(=O)c3ccccc3C)ccc2n1
 : 12%, -6, 0%, -9%, 2%, -1%, ?, -20%, 2%, ?, -2%
34) COCc1ccc(C(=O)N2CCCC(Nc3ccc(F)c(F)c3)C2)s1 (centres undefined)
 : -8%, -5, 5%, -5%, 5%, -5%, 0%, 19%, 4%, -21%, -9%
35) O=C(c1ccc2ccccc2c1)N1CCN(c2ccccc2)CC1
 : ., ., -6%, ., 8%, -7%, ., 39%[7.66 µM], 0%, ., .
36) O=C(N/N=C/c1ccncc1)c1ccccc1OCc1ccc(Br)cc1
 : 2%, -7, 0%[46.1 µM], 7%, ?, -4%, ?, 14%, -1%, 7.3µM*, 3%
37) O=C(N/C(=C/c1ccco1)C(=O)N1CCCCCC1)c1ccccc1
 : 2%, 10, -2%, -1%, 0%, 1%, -1%, 25%, 4%, 22%, 0%
